High-throughput results as filed in PubChem.
thrombin 1536 – inhibitors of human thrombin | inhibition, % at 5 µM | AID 1046 | P00734 | 220,000 compounds, 0.26% hits | alpha-thrombin, Boc-VPR-AMC fluorogenic substrate cleavage;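 active means inhibition at or above 40%; inactive means inhibition below 40%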;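 further: 0% = enzyme with no compound and 100% = wells without enzyme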
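Assay system: human alpha-thrombin enzyme. Reagent: Boc-VPR-AMC substrate, 15 µM final. Compound dosing: one concentration per compound, 5 µM, with 0.2% DMSO. Incubation: room-temperature reaction. Technique: AMC fluorescence, 355/460 nm. Measure: % inhibition relative to enzyme controls and enzyme-free blanks.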
FXIIa inh – factor XIIa (human) inhibition | P00748 | purified FXIIa, Boc-QGR-AMC fluorogenic substrate, 2 h | inhibition, % at 5 µM | 220,000 compounds, 0.3% hits | AID 800; in the data active means inhibition above about 40%;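 further: 0% = enzyme with no compound and 100% = blank without enzyme; many of its hits are not listed in these tables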
Cl transport mod – modulators of human KCC2 chloride dependent transport. Q9H2X9. KCC2 cells, thallium flux FluoZin-2 fluorescence. B-score of Tl+ flux slope (higher = more flux/activation; lower = inhibition) at 10 µM. 190,000 compounds, 2.2% hits. AID 1456;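 active means thallium flux slope and its plate-corrected score both differing from the plate sample mean at a set confidence after two filtering rounds, in either direction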;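 further: slope of fluorescence scaled to starting intensity during 10 to 20 s after thallium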
Target sequence (Q9H2X9 whole entry, looked up): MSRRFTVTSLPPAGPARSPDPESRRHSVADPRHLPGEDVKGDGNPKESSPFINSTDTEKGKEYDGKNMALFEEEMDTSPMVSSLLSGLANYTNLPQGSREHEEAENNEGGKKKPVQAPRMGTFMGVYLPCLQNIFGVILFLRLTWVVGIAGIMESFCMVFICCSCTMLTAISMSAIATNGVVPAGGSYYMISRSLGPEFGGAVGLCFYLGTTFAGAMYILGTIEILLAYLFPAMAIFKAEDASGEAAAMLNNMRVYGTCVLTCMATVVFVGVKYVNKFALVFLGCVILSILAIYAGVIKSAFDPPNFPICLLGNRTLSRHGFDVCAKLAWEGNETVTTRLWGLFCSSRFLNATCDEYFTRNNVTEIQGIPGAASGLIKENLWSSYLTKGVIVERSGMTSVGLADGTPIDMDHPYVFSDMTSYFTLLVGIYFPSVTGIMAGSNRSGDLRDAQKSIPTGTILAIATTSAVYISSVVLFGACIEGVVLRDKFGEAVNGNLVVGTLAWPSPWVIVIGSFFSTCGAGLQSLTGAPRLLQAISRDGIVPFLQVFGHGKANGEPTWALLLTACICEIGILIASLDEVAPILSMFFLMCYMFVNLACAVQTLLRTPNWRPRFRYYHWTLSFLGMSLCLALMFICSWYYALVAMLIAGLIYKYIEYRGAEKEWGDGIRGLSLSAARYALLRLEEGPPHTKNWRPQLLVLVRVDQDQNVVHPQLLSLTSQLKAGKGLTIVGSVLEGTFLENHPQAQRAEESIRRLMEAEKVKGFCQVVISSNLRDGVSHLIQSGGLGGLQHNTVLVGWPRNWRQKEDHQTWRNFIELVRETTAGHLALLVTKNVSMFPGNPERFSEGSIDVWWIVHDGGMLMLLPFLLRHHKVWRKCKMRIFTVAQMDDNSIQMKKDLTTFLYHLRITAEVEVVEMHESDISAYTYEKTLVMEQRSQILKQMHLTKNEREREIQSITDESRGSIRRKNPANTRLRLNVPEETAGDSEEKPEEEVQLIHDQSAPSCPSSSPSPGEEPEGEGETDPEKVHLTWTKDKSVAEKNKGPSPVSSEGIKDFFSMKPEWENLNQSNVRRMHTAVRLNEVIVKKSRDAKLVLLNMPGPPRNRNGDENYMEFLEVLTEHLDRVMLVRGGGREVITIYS
FXIa inh 1536 – inhibitors of human coagulation factor XIa | P03951 | 220,000 compounds, 0.14% hits | inhibition, % at 5 µM | purified FXIa, Boc-Glu-Ala-Arg-AMC fluorogenic substrate;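 active means inhibition of at least 40%; inactive means inhibition below 40%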;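 further: fluorescence of freed AMC excited at 355 nm; 0% = enzyme without compound and 100% = no enzyme blank; many of its hits are not listed in these tables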
hK5 inh – kallikrein 5 (human) inhibition. Q9Y337. recombinant hK5, fluorogenic AMC substrate cleavage. inhibition, % at 5 µM. 210,000 compounds, 0.59% hits. AID 873;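 active means inhibition of 40% or more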;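 further: 0% = enzyme controls without compound and 100% = no-enzyme blanks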
p97 inhibitor – human p97 ATPase inhibition; P55072; recombinant p97 ATPase, Kinase-Glo ATP luminescence, 3 h; inhibition, % at 8 µM; 220,000 compounds, 0.42% hits; AID 1481; in the data active means inhibition above about 15%;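 further: 0% = DMSO vehicle and 100% = wells lacking enzyme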
Wee1 degr inh – inhibitors of human Wee1 degradation; 220,000 compounds, 1.2% hits; reporter increase, % at 5 µM; P30291; HeLa Luc-Wee1K328M stability, luciferase luminescence; 100% = proteasome inhibitor MG132 effect;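 active means activation above the mean of all tested compounds plus 3 SD, set per screening run, cut at about 8.8% in these data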;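 further: cells exposed to compound for 20 h before luminescence read; 0% = DMSO alone and 100% = MG132 at 30 µM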
PERK inh – blocks human PERK kinase. Q9NZJ5. CHO PERK-DD fusion, SEAP luminescence translation reporter. inhibition, % at 5.6 µM. 220,000 compounds, 0.17% hits;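 active means inhibition above the mean inhibition of all tested compounds plus 3 SD, set separately per screening campaign, cut at about 2.9% in these data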;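 further: PERK kinase domain activated by AP20187 dimerizer at 100 nM; 0% = DMSO with dimerizer and 100% = rapamycin at 8.4 µM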
Furin inhibitor – blocks human furin protease activity | purified furin, fluorogenic substrate cleavage | inhibition, % at 30 µM | 220,000 compounds, 0.061% hits; in the data active means inhibition above about 25%; further: inactives centre near -15
The depositor's hits bear a star; . = no result given; & = joins results of further samples; [ ] = another dose, or the depositor's remark.

Fields: thrombin 1536	FXIIa inh	Cl transport mod	FXIa inh 1536	hK5 inh	p97 inhibitor	Wee1 degr inh	PERK inh	Furin inhibitor
1. COc1ccc(Cl)cc1N1Cc2ccccc2C1
    -6	2	-0.33	-4	-18	6	-1	-0.2	-25[20 µM]
2. O=C(Cc1c(C(=O)O)[nH]c2ccc(Cl)cc12)Nc1ccc2c(c1)OCCO2
    -7	-25	0.23	-6	7	6	-1	0.6	-3[20 µM]
3. COC(=O)c1c(=O)n(O)c2ccc(OC)cc2[n+]1[O-]
    -4	11	0.23	5	-11	2	-3	0.5	-18
4. O=C(OCc1ccccc1)C1=NNC2C(=O)N(Cc3ccccc3)C(=O)C12 (stereo not drawn)
    1	-2	0.13	13	-17	-3	0	1.0	-14
5. N/C(=N\N=C\c1ccc(Br)o1)c1nonc1N
    -7	2	-0.017	0	-1	9	7	0.7	4
6. O=C(Nc1ccc(-c2ccc([N+](=O)[O-])cc2)cc1)c1ccccc1F
    -5	11	.	-3	5	4	2	1.1	-14
7. C/C(=N/NC(=O)c1ccco1)c1ccc(NC(=O)c2ccc(F)cc2)cc1
    -4	8	-0.72	8	-14	5	-1	1.1	-29
8. NC(=O)C1(N2CCCCC2)CCN(c2nc(-c3ccc(Br)cc3)cs2)CC1
    -4	7	.	-6	-4	-6	1	-0.6	-10[20 µM]
9. CC(C)CNc1cc(N2CCCC2)ccc1[N+](=O)[O-]
    -2	5	-0.61	-7	14	2	-1	0.6	-12[20 µM]
10. CN(Cc1ccccc1)C(NC(=O)c1ccco1)C(Cl)(Cl)Cl (stereo not drawn)
    4	7	.	0	13	0	-2	0.4	-22
11. NC(=S)N=Nc1c(O)n(CCCl)c2ccccc12
    5	15	13*	13	-11	-3	-3	-1.0	3
12. O=C1NC[C@@H](Cc2cccc3ccccc23)N(CC2(c3ccccc3)CC2)C1=O
    0	6	-1.8	0	0	.	.	.	-17
13. COc1ccc(Cl)cc1NC(=O)c1ccccc1C
    2	15	0.6	5	-8	3	0	0.4	-23[20 µM]
14. c1ccc(-n2c(Cc3cn4ccsc4n3)nnc2N2CCOCC2)cc1
    -1	13	0.64	1	0	3	-3	1.1	-21
15. COc1ccccc1N1CCN(C/C=C/c2ccc(N(C)C)cc2)CC1
    1	16	0.35	5	-8	2	2	-0.3	-25
16. Cc1nonc1CC(=O)N1CCc2c([nH]c3ccccc23)C1c1ccccc1F (stereo not drawn)
    -7	1	-2	-3	-6	4	1	0.6	-20
17. Cc1cc2cc(C)c(NCCNC(=O)c3cccc(F)c3)nc2cc1C
    -1	16	-0.77	0	.	0	7	0.7	-25
18. CC(C)Cn1c(=O)c2c(nc3n2CCS3)n(C)c1=O
    -1	9	0.45	-6	1	0	2	0.0	-29
19. CCOC(=O)N1CCN(CC(O)COCc2ccc(OC)c(OC)c2)CC1 (stereo not drawn)
    -4	4	-0.13	3	-11	1	1	-1.3	-14
20. Cc1ccc(C(=O)Oc2ccc3c(c2)ncn3C)cc1
    0	5	.	-1	-19	-1	0	-0.5	-3[20 µM]
21. Cc1c(NC(=O)c2ccc(Br)o2)c(=O)n(-c2ccccc2)n1C
    -1	16	-0.58	5	6	2	-1	0.4	-15[20 µM]
22. O=C1CC(C(=O)N2CCC(N3CCC(C(=O)NC4CC4)CC3)CC2)c2ccccc21 (stereo not drawn)
    0	7	0.64	0	.	-1	-1	1.0	-24
23. Cn1c(Cn2c(=O)sc3ccccc32)nnc1SCC(=O)NCc1ccc(F)cc1
    2	10	-0.63	1	0	-6	6	0.5	-25
24. CC(C)C(=O)NC(C)C(c1cccs1)N1CCOCC1 (stereo not drawn)
    1	16	-0.15	0	-14	5	-1	1.1	-31
25. O=C(NC1CCN(Cc2ccccc2)CC1)C1CCN(c2nnc(-n3cccc3)s2)CC1
    5	18	0.76	2	-10	8	-2	-0.1	-25
26. COc1ccccc1NC(=O)N1CCCC1C(=O)NCc1ccccc1F (stereo not drawn)
    -6	8	.	5	-19	-2	-1	-0.8	-18
27. Cc1cc(Nc2ccc3c(c2)OCCO3)n2nc(C)nc2n1
    -8	-2	0.69	-9	11	6	-2	1.0	-26
28. CC(=C1C2C=CC1C1C(=O)NC(=O)C21)c1ccccc1 (stereo not drawn)
    -4	18	1.8	1	-5	-2	0	-0.5	-30[20 µM]
29. C=CCN1C(=O)C2C3C=CC(C2C1=O)C1C2C(=O)N(CC=C)C(=O)C2C31 (stereo not drawn)
    -5	11	1.2	-1	12	3	-1	0.7	-19
30. O=c1cc(CN2CCN(c3cccc(Cl)c3)CC2)c2cc3c(cc2o1)CCCC3
    4	21	-0.18	10	-2	3	0	1.6	-7[20 µM]
31. Cc1nnc(SCc2ccc([N+](=O)[O-])cc2)o1
    -8	13	.	2	3	-3	9	0.3	-10
32. Cc1cc(C)n(Cc2nc3ccccc3n2C)n1
    -6	-13	.	-10	-2	-5	0	0.8	-23[20 µM]
33. C/C(CC(=O)Nc1cc(C)ccn1)=N\NC(=O)c1ccccc1C
    1	5	0.62	-5	-4	2	-3	-0.1	-14
34. CCOC(=O)c1nc(Nc2ccc(C(=O)O)cc2)c2ccccc2n1
    2	8	.	-2	4	-3	-3	-0.3	-12
35. COc1ccccc1NC(=O)CS(=O)(=O)c1cccc2nsnc12
    -5	12	-0.55	1	15	4	-2	0.9	-2[20 µM]
36. Cc1ccc(S(=O)(=O)N(C)CCCC(=O)NC(C)(C)C)cc1
    2	8	0.19	1	4	2	12*	1.4	-24
37. COCCNC(=O)C1CC2Cn3c(nc4cc(C)c(C)cc43)C2N1C (stereo not drawn)
    -2	1	-0.041	-2	0	.	.	.	-23
38. CCOC(=O)Cc1csc(NC(=O)c2cc(OC)cc(OC)c2)n1
    1	10	-0.76	4	-2	1	-2	-0.3	1[20 µM]
39. Clc1ccc(SCc2cc(-c3ccccc3)no2)cc1
    3	0	.	2	5	-12	0	1.7	-36[20 µM]
40. COc1cccc(CNC(=O)CCC2CCCN(C3CCOCC3)C2)c1 (stereo not drawn)
    -11	3	0.25	-5	-4	-2	5	0.0	-18
41. Cc1cc(F)c(F)c(C(=O)N2CCOCC2)c1
    -1	4	0.039	-3	-10	-4	-1	-0.1	-9[20 µM]
42. CC(=O)Nc1nc(C)c(-c2csc(Nc3ccccn3)n2)s1
    -1&-5	3&-1	-0.38&-1.2	-4&-4	-3&-5	-2&2	1&1	-0.9&-0.2	-4&-16
43. CCOC(=O)c1cccc(NC(=O)CSc2nnc(C3CCCCC3)n2CC)c1
    -6	3	-1.4	-2	-1	2	-1	-0.7	-19
44. CCOC(=O)c1c(-c2ccc(OC)cc2)csc1/N=C/C1C(=O)CCCC1=O
    -6	7	-1.9	-4	-1	-5	-3	0.0	1
45. CC(C)c1c(O)nc(SCCN(C)C)[nH]c1=O
    -11	3	0.34	-9	-20	-4	0	0.2	-11
46. COc1c(C)cccc1C(=O)Nc1ccc(N2CCOCC2)c(Cl)c1
    2	8	-0.38	-1	-5	-5	4	-1.3	-18[20 µM]
47. Cc1ccc(S(=O)(=O)N2CCN(C(=O)CSc3nnc(-c4ccco4)o3)CC2)cc1
    1	-1	0.024	-1	3	4	1	-0.2	-18
48. COc1ccc(NC(=O)CN2CCN(CC(=O)Nc3ccc4c(c3)OCO4)CC2)cc1
    -9	20	0.33	4	-20	2	-1	0.9	8
49. Cc1ccc(C(=O)Cn2cncn2)cc1
    0	8	0.065	1	1	7	-1	1.4	-29
50. COC(=O)c1cc(=O)n(Cc2ccco2)c(=Nc2ccc(F)c(Cl)c2)s1
    -4	7	.	4	22	2	0	-0.8	-15
51. CSCCC(N=C(NS(=O)(=O)c1ccccc1)c1ccccc1)C(=O)O (stereo not drawn)
    -4	12	-0.021	3	4	4	-3	2.1	-10
52. O=C(ONC1=NCCCCC1)c1ccc(Cl)cc1
    -10	-10	1.2	-6	-31	2	3	-0.1	-19[20 µM]
53. Cc1ccc2[nH]c(O)c(N=NC(=O)C3CC3c3ccccc3)c2c1Br (stereo not drawn)
    -5	1	-1.7	-4	3	1	-2	-0.3	-4
54. CC(=O)N(C)c1ccc(NC(=S)Nc2ccccc2)cc1
    3	13	.	2	5	0	0	-0.7	-14[20 µM]
55. CC(C)COC(=O)c1ccc(NC(=O)C2C3CCC(C3)C2C(=O)O)cc1 (stereo not drawn)
    -5	6	0.48	-2	10	2	2	-0.3	-27
56. c1ccc(-c2nn3c(C4CCCCC4)nnc3s2)cc1
    3	0	-0.8	-3	-4	-5	-1	0.6	-15
57. CCOC(=O)c1c(C)[nH]c(C(=O)COC(=O)CNC(=O)c2ccccc2Cl)c1C
    1	12	-0.42	2	-1	3	-1	1.4	-12
58. Cc1ccnc(NS(=O)(=O)c2ccc(NC(=O)c3ccc(S(=O)(=O)N(C)C)cc3)cc2)n1
    -6	6	0.92	2	0	4	-2	1.1	-26
59. CC1CCCC(C)N1/N=C/c1cc(Br)c(O)c(Br)c1 (stereo not drawn)
    -6	8	0.45	3	-7	8	7	1.1	-16
60. Cc1nn(C)cc1CNC(=O)c1cc2n(n1)C(C(F)(F)F)CC(c1cccs1)N2 (stereo not drawn)
    4	22	-0.15	2	-5	9	9	-1.0	-19

Continued.
Fields: thrombin 1536	FXIIa inh	Cl transport mod	FXIa inh 1536	hK5 inh	p97 inhibitor	Wee1 degr inh	PERK inh	Furin inhibitor
61. Cc1nc2c(c(C)c1C#N)C(=O)c1ccccc1-2
    -6	6	1.3	4	-10	-4	2	0.4	-7
62. CS(=O)(=O)N1CCN(c2ccc([N+](=O)[O-])c(NCc3ccc(Cl)cc3)c2)CC1
    1	5	0.33	-1	0	5	2	0.2	-10
63. CC(C)(C)OC(=O)N/N=C/c1ccc(Br)cc1
    -5	9	0.22	4	1	-1	-4	0.7	-27
64. Cc1ccc(C(=O)N(C)CC(=O)Nc2ccc(F)c(F)c2F)o1
    -9	15	1.1	2	1	4	3	0.5	-31
65. COC(=O)c1cc(=O)n(CCc2ccc(OC)c(OC)c2)c(=Nc2ccc(F)c(Cl)c2)s1
    -2	24	0.71	21	-7	0	7	-0.4	-5
66. S=C(N/N=C/c1ccc(Cl)c(Cl)c1)Nc1ccccc1Cl
    -2	8	3.9*	-2	-1	4	0	0.3	-28
67. O=C(NCc1cccs1)C(=O)NCC1OCCCN1S(=O)(=O)c1ccccc1 (stereo not drawn)
    0	12	0.36	1	-18	2	0	-0.1	-13
68. Cc1cc(=O)[nH]c(N2CCOCC2)n1
    1	8	1.8	0	1	2	3	0.6	-22
69. S=c1[nH]nc(-c2ccccn2)n1/N=C/c1ccccc1
    -2	12	-0.5	8	-19	5	-3	1.2	-12
70. Cc1ccc(C(C)C)c(OCCNS(C)(=O)=O)c1
    -5	3	0.53	-4	-23	10	1	1.1	-23[20 µM]
71. CC(C)(C)c1ccc(C(=O)NNc2ccc(F)cc2F)cc1
    1	14	0.32	2	4	3	0	1.7	-27
72. O=c1sc2ccccc2n1CCCOc1ccccc1
    4	8	0.015	3	3	-2	6	-0.5	-29[20 µM]
73. Cc1ccccc1NC(=O)CNc1ccccc1N1CCCCC1
    -2	-5	-0.46	-8	8	-1	-2	-0.7	-5
